IDE act: activators of human insulin-degrading enzyme in cells. AID 493087. P14735. HEK cells, FAbeta-B cleavage, fluorescence polarization; 0% vehicle, 100% cell-free pure enzyme wells. actives 0.073% (n = 340,000). activation, % at 5.96 µM;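 active = activation above the mean of all tested compounds plus 3 SD, set per screening campaign, cut at about 17% in these data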
IMP-1 inhibitor: inhibitors of Pseudomonas aeruginosa IMP-1 metallo-beta-lactamase; actives 0.45% (n = 290,000); inhibition, % at 5.6 µM; purified IMP-1, nitrocefin hydrolysis, epi-absorbance fluorescence;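 active = inhibition above the mean plus 3 SD of all compounds in the same screening run, cut at about 4.5% in these data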;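 also: 0% = IMP-1 with DMSO and 100% = DMSO wells lacking enzyme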
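System: purified IMP-1; amount: IMP-1 0.2 nM before substrate addition; compound: single dose, 5.6 µM; times: 25 °C, 15 min preincubation, 25 min reaction; signal: Epi-absorbance via hydrolysed-nitrocefin quenching of white-plate fluorescence, 480/530 nm, EDTA stop; benchmarks: DMSO with and without IMP-1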
VIM-2 inhibitor: blocks Pseudomonas aeruginosa VIM-2 metallo-beta-lactamase | actives 0.89% (n = 290,000) | purified VIM-2, nitrocefin hydrolysis, epi-absorbance fluorescence | inhibition, % at 5.6 µM;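 active = inhibition above the mean of all tested compounds plus 3 SD, cutoff set per screening run, cut at about 7.5% in these data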;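 also: red hydrolysis product quenches plate fluorescence so inhibitors raise well fluorescence; 0% = enzyme with DMSO and 100% = DMSO without enzyme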
FID counter: fluorescent intercalator displacement, NS3 helicase counter-screen; inhibition, % at 7.9 µM; actives 0.17% (n = 290,000); DNA fluorescent intercalator displacement, fluorescence; in the data active = inhibition above about 37%;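 also: 0% = vehicle and 100% = reference compound; higher means more ethidium bromide displaced from hairpin DNA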
HCV NS3 hel inh: blocks Hepatitis C virus NS3 helicase unwinding | NS3 helicase DNA unwinding, Cy5 molecular beacon fluorescence | inhibition, % at 10.9 µM | actives 0.56% (n = 290,000);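 active = inhibition above the mean of all tested compounds plus 3 SD, set per campaign, cut at about 35% in these data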;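 also: 0% = DMSO wells and 100% = thioflavine S control wells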
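Control set: DMSO versus 110 µM thioflavine S; Material: NS3 helicase fragment of HCV; Measured by: Cy5 fluorescence at 0 and 60 min, beacon hairpin quenching; Read-out basis: percent inhibition from t60/t0 fluorescence ratio; Times: reaction time 60 min, 25 °C; Repeats: single replicate; Compound dosing: single dose, 10.9 µM nominal final, DMSO 0.8% final.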
p-CIP stab down: p/CIP protein destabilization | Q05BA5 | F442A p/CIP-EGFP cells, EGFP fluorescence, 16 h | decrease of EGFP signal, % at 10 µM | actives 0.01% (n = 290,000);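 active = EGFP signal decrease of at least 30% at 10 µM or well 3 SD below plate mean, unless failing retest; inactive = the rest, including hits failing retest or dose response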; also: some compounds called inactive have numbers as strong as hits; many of its hits are not listed in these tables
Target sequence (Q05BA5 1-1403): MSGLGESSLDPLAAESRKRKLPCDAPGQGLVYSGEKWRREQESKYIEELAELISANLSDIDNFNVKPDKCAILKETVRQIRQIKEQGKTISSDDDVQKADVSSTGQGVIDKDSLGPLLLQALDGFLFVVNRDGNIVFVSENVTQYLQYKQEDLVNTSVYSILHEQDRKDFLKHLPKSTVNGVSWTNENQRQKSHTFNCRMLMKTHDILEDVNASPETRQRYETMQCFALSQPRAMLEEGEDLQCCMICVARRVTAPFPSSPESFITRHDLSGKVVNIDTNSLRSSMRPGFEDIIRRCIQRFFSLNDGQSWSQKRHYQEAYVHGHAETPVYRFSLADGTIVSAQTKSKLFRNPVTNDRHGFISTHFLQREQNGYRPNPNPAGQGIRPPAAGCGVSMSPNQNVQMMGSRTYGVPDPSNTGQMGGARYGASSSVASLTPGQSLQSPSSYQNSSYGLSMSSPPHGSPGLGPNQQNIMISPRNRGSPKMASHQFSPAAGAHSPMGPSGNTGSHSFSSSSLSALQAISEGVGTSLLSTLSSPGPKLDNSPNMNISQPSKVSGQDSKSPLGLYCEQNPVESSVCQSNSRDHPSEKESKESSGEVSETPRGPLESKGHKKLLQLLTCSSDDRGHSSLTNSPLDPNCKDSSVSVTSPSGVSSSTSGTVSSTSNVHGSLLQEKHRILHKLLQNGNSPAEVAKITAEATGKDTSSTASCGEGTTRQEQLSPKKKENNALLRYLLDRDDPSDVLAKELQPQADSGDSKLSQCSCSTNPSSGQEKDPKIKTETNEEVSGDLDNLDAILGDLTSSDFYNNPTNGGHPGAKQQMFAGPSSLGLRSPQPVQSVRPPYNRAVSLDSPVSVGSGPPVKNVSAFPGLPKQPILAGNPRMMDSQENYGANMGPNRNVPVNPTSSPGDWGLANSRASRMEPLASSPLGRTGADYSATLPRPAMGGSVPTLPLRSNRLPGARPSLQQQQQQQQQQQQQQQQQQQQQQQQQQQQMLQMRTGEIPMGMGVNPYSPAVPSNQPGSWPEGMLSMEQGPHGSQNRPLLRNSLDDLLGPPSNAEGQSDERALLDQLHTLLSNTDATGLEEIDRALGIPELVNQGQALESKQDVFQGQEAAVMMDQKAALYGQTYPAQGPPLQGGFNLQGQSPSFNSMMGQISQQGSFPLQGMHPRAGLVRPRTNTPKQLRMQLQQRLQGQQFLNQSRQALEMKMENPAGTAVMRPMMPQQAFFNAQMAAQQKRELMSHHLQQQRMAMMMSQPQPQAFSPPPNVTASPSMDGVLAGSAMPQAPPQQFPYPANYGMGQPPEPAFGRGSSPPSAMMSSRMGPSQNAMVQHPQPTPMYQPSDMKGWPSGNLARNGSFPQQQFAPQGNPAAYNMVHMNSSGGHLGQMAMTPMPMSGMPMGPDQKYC
PfM18AAP inh: PfM18AAP enzyme inhibition; actives 1.2% (n = 290,000); inhibition, % at 7.35 µM; recombinant PfM18AAP, H-Glu-NHMec fluorogenic cleavage;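 active = inhibition above the campaign mean inhibition over all tested compounds plus 3 SD, cut at about 28% in these data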;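 also: 0% = plate median of test compound wells and 100% = 2 mM ZnCl2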
IDE inh: cellular human IDE inhibition. P14735. HEK cells, FAbetaB cleavage, fluorescence polarization. inhibition, % at 5.59 µM. actives 0.41% (n = 320,000). AID 434962;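 active = percent inhibition above the average of all tested compounds plus 3 SD, set per screening campaign, cut at about 16% in these data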;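 also: IDE supplied by intact live HEK cells; FP after avidin binding of uncleaved biotin substrate so inhibition keeps polarization high; 0% = DMSO wells and 100% = 60 µM reference IDE inhibitor Ii1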
SUMO HTRF inh: inhibitors of human SUMOylation (UBC9). P63279. HTRF SUMOylation assay, SAE1/SAE2 + UBC9, in vitro. inhibition, % at 35 µM. actives 0.36% (n = 290,000). AID 2006; in the data active = inhibition above about 50%, passing the limit was not always enough; inconclusive = no clear call, values can overlap the other calls; also: strong numbers were not always called active
* marks the source's active call; other numbers are inactive results; ? = inconclusive; . = no result given.

Start of the listing, in advance (15 entries):
SMILES	IDE act	IMP-1 inhibitor	VIM-2 inhibitor	FID counter	HCV NS3 hel inh	p-CIP stab down	PfM18AAP inh	IDE inh	SUMO HTRF inh
O=C(N/C(=C\c1ccc([N+](=O)[O-])cc1)C(=O)N1CCCCC1)c1ccc(Br)o1	7	2.2	0.2	-27	-3	-22	1	1	21
S=c1[nH]cnc2scc(-c3ccccc3)c12	-28	-2.4	-3.9	-5	1	6	6	6	-6
O=C(c1ccccc1)N1CCN(C(=O)c2ccccc2Br)CC1	2	0.7	3.1	-9	10	-2	-11	0	7
O=C(Nc1ccccc1C(=O)N/N=C/c1ccco1)c1ccccc1Cl	0	-1.8	0.5	-2	6	-9	-1	1	-3
Cc1ccc2c(c1)C(=O)CC(O)(C(F)F)O2 (stereo unspecified)	-3	-5.0	-3.2	-1	17	3	-6	-3	14
CS(=O)(=O)c1ccc(Cl)c(NC(=O)Cc2c(Cl)cccc2Cl)c1	0	-0.1	-1.9	-3	11	-8	-4	2	12
Cc1ccc(C)c(NC(=O)Cc2nc(CNCC(C)C)cs2)c1	2	-0.5	-3.5	4	-7	-7	-9	-3	13
CC1CCCC(NC(=O)COC(=O)CN2C(=O)C3CCCCC3C2=O)C1C (stereo unspecified)	-1	-0.8	-2.9	-24	2	3	1	-2	-9
CCCn1c(SCC(=O)NCc2ccc(OC)cc2)n[nH]c1=O	1	-1.7	-1.5	-21	2	-24	1	6	14
COc1cc2c(cc1OC)C(C(=O)NCCN1CCOCC1)C1c3ccccc3CCN1C2=O (stereo unspecified)	3	-1.6	-1.4	4	-4	-4	-4	3	-12
O=c1cc(CN2CCCCCC2)nc2sccn12	2	-0.6	0.6	7	-7	5	-1	8	4
O=C(CCCn1c(SCC(=O)Nc2ccccc2C(F)(F)F)nc2ccccc2c1=O)NCC1CCCO1 (stereo unspecified)	2	-2.4	-4.4	-57	-1	-2	-5	2	20
O=C(NCc1ccccc1F)c1ccc2ccccc2n1	0	-3.7	-1.8	-17	-6	-4	-5	-2	13
Cc1ccc(-c2cc(-c3cccs3)[nH]n2)c(O)c1	-3	-3.2	-1.3	-8	-4	2	4	-1	-7
CCN(CC)CCCNC(=S)N1CCn2c(nc3ccccc32)C1	-3	-4.3	-4.7	8	10	0	2	0	14

The whole of this part, from the first entry:
SMILES	IDE act	IMP-1 inhibitor	VIM-2 inhibitor	FID counter	HCV NS3 hel inh	p-CIP stab down	PfM18AAP inh	IDE inh	SUMO HTRF inh
O=C(N/C(=C\c1ccc([N+](=O)[O-])cc1)C(=O)N1CCCCC1)c1ccc(Br)o1	7	2.2	0.2	-27	-3	-22	1	1	21
S=c1[nH]cnc2scc(-c3ccccc3)c12	-28	-2.4	-3.9	-5	1	6	6	6	-6
O=C(c1ccccc1)N1CCN(C(=O)c2ccccc2Br)CC1	2	0.7	3.1	-9	10	-2	-11	0	7
O=C(Nc1ccccc1C(=O)N/N=C/c1ccco1)c1ccccc1Cl	0	-1.8	0.5	-2	6	-9	-1	1	-3
Cc1ccc2c(c1)C(=O)CC(O)(C(F)F)O2 (stereo unspecified)	-3	-5.0	-3.2	-1	17	3	-6	-3	14
CS(=O)(=O)c1ccc(Cl)c(NC(=O)Cc2c(Cl)cccc2Cl)c1	0	-0.1	-1.9	-3	11	-8	-4	2	12
Cc1ccc(C)c(NC(=O)Cc2nc(CNCC(C)C)cs2)c1	2	-0.5	-3.5	4	-7	-7	-9	-3	13
CC1CCCC(NC(=O)COC(=O)CN2C(=O)C3CCCCC3C2=O)C1C (stereo unspecified)	-1	-0.8	-2.9	-24	2	3	1	-2	-9
CCCn1c(SCC(=O)NCc2ccc(OC)cc2)n[nH]c1=O	1	-1.7	-1.5	-21	2	-24	1	6	14
COc1cc2c(cc1OC)C(C(=O)NCCN1CCOCC1)C1c3ccccc3CCN1C2=O (stereo unspecified)	3	-1.6	-1.4	4	-4	-4	-4	3	-12
O=c1cc(CN2CCCCCC2)nc2sccn12	2	-0.6	0.6	7	-7	5	-1	8	4
O=C(CCCn1c(SCC(=O)Nc2ccccc2C(F)(F)F)nc2ccccc2c1=O)NCC1CCCO1 (stereo unspecified)	2	-2.4	-4.4	-57	-1	-2	-5	2	20
O=C(NCc1ccccc1F)c1ccc2ccccc2n1	0	-3.7	-1.8	-17	-6	-4	-5	-2	13
Cc1ccc(-c2cc(-c3cccs3)[nH]n2)c(O)c1	-3	-3.2	-1.3	-8	-4	2	4	-1	-7
CCN(CC)CCCNC(=S)N1CCn2c(nc3ccccc32)C1	-3	-4.3	-4.7	8	10	0	2	0	14
O=C(O)/C=C/c1ccc(S(=O)(=O)N(CCO)CCO)cc1	3	-2.7	-2.8	9	-2	-4	1	1	21
CC(Oc1ccc(C(C)(C)C)cc1)C(=O)NC1CC(C)(C)NC(C)(C)C1 (stereo unspecified)	5	-0.3	-1.1	20	-4	-16	-8	-3	-3
CCOC(=O)c1c(C)[nH]c(C(=O)CN2C(=O)C(=O)N(CC(C)C)C2=O)c1C	0	-1.7	1.0	-9	11	12	5	0	-7
COc1cc(-c2nc3ccc(N4CCN(C)CC4)cc3[nH]2)cc(OC)c1OC	-4	2.3	13*	28	-4	0	6	0	?
Cc1[nH]nc2c1C(c1cccs1)C1=C(CC(C)(C)CC1=O)N2 (stereo unspecified)	2	-2.6	-2.2	-9	-16	-12	0	0	12
CCOc1ncccc1C(=O)Nc1ccc(-c2ccc3nnc(C)n3n2)cc1	4	-2.4	0.2	0	3	9	-7	0	4
COc1cc2c(cc1OC)CN(C(=O)/C=C/c1cccs1)CC2	0	-3.1	-1.5	-25	-12	10	0	-1	-2
CC(=O)Nc1ccc(/C=N/NC(=O)c2cc(-c3ccco3)nc3ccccc23)cc1	2	-0.6	-1.8	-23	-3	-10	-9	1	31
COc1ccc(S(=O)(=O)N(C)CC(=O)NC2CCCCC2)cc1Cl	0	-2.6	-1.9	-16	-5	-10	2	1	10
CCn1c(SCC(=O)Nc2ccc(F)cc2)nnc1-c1cnccn1	7	-2.2	-1.5	-17	5	-3	-5	-4	17
Cc1ccc(CN2C(=O)CSC2c2ccccc2F)cc1 (stereo unspecified)	3	-3.1	-3.5	-30	-13	-3	4	5	14
CS(=O)(=O)NNC(=O)c1csc(Cc2c(Cl)sc3ccc(Cl)cc23)n1	3	-2.7	-1.9	-4	-4	-14	-17	-3	35
O=C(Nc1ccc(CN2CCOCC2)cc1)c1cccc(F)c1	-1	0.3	-0.7	8	18	-4	-4	-1	8
CC1CN(C(=O)CSc2nnc(-c3ccncc3)n2-c2ccccc2)CC(C)O1 (stereo unspecified)	3	-3.6	-4.4	-21	6	2	-8	3	6
CC(=O)Nc1c(C(=O)N2CCN(c3ncccn3)CC2)cnn1-c1ccccc1Cl	.	-2.4	-4.9	-3	7	.	6	.	.
CCC(C)NC(=O)c1cc(-c2cccs2)nc2ccccc12 (stereo unspecified)	1	0.2	-1.2	-16	-2	-4	-4	-3	16
COc1ccc(C2=Nn3c([n+](C)c4ccccc43)SC2)cc1	0	-4.0	1.5	22	-6	-21	3	0	15
CC(=O)N1CCc2cc(S(=O)(=O)NC3CCCc4ccccc43)ccc21 (stereo unspecified)	0	0.1	-3.0	-4	0	-1	-4	8	10
CCOC(=O)CN1C(=O)/C(=C/c2c(F)cccc2Cl)Oc2ccccc21	-1	-4.5	-2.3	-27	-8	4	-8	7	6
CCOC(=O)Cc1nn(CC)c(=O)c2ccccc12	5	0.0	-1.7	-3	0	-11	7	2	12
O=C(OCC1CC(c2ccccc2Cl)=NO1)c1ccc(Br)cc1 (stereo unspecified)	2	-1.7	-0.1	-5	-9	-16	-5	4	-6
Cc1ccnc(Nc2nc(-c3ccc(Cl)cc3)cs2)c1	-6	-0.5	-2.3	-2	-12	-5	2	-5	11
c1ccc2c(c1)CCCN2c1nc(N2CCOCC2)nc(N2CCOCC2)n1	7	-2.2	-3.0	-32	-12	-4	-1	7	1
COc1ccc(-c2ccc([C@H]3[C@H]4C=CC[C@@H](C)[C@@H]4C(=O)N3Cc3ccccc3)c(F)c2)cc1	4	.	.	.	.	5	.	0	-25
CCOC(=O)C1=C(CP(=O)(c2ccccc2)c2ccccc2)NC(=O)NC1c1ccc(OC)cc1 (stereo unspecified)	0	-0.4	-2.2	-30	-15	-7	4	-1	6
O=C(c1ccc(S(=O)(=O)N2CCOCC2)cc1)N1CCc2ccccc2C1	4	-6.7	-1.6	-30	9	-5	8	2	-8
Cc1ccccc1NC(=O)C1Cc2ccccc2CN1C(=O)c1ccco1 (stereo unspecified)	2	-1.7	-1.8	-25	11	-6	0	3	-8
CC(=O)Nc1cccc(Oc2ncccc2[N+](=O)[O-])c1	-1	-1.0	-3.2	-12	2	2	6	6	27
CN1CCc2nc(NC(=O)COc3ccc4ccccc4c3)sc2C1	2	-3.4	-2.8	7	-24	-1	17	2	-19
O=C(O)CCCC(=O)NCc1ccccn1	5	-1.0	-1.3	7	-3	-18	1	1	17
COc1ccc(-n2c(C)nc3cc(C(=O)NCCN4CCOCC4)ccc32)cc1	-4	-3.9	-2.6	-2	-1	-2	-13	2	-2
COc1ccc(C(=O)Nc2ccc(Cl)cc2C(=O)NCCN2CCOCC2)cc1	5	-1.6	-3.4	-2	-8	-8	4	1	6
COc1ccc(S(=O)(=O)N(C)C)cc1NC(C)C(=O)Nc1cccc(C#N)c1 (stereo unspecified)	5	-0.8	-2.9	-6	-1	0	-12	4	4
CCOC(=O)C1=C(O)C(Nc2nc3ccccc3s2)(C(F)(F)F)N=C1C (stereo unspecified)	6	-2.3	-1.6	-11	8	-11	-5	-7	22
Cc1ccc(NC(=O)C(C)c2cccc(C(=O)c3ccccc3)c2)cc1O (stereo unspecified)	-4	-2.1	-6.7	-18	-10	-6	5	5	-21
CCOC(=O)c1oc2ccccc2c1NC(=O)c1ccc(Cl)s1	-3	-1.1	-2.2	2	4	-17	-1	3	11
CC1CN(CCOCCSc2ccccc2)CC(C)O1 (stereo unspecified)	3	-2.8	-4.3	1	12	-10	4	2	-3
